From PubChem BioAssay
SK-BR-3 tox 24h: SK-BR-3 proliferation inhibitors; SK-BR-3 viability, CellTiter-Glo ATP luminescence, 24 h; stronger effect = lower value; viability, % at 10 µM; 41,000 compounds, 0.47% hits;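 active = viability at or below the median of all test compounds minus 3 SD, in both replicates if run twice, cut at about 45% in these data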;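 also: 100% = median untreated cell wells and 0% = median positive control drug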
Starred values were filed as active, the others as inactive.

SMILES	SK-BR-3 tox 24h
COc1ccc(NC(=O)c2ccc3c(c2)C(=O)N(Cc2cccnc2)C3=O)cc1	98
CC(C)=CCC/C(C)=C/CCC(C)NCCN1CCNCC1 (stereo not given)	78
CCc1ccccc1NC1c2ccccc2C(=O)N1c1cccnc1 (stereo not given)	91
COc1ccc(C2CC(=O)C3=C(C2)NC(C)=C(C#N)C3c2ccc(N(C)C)cc2)cc1 (stereo not given)	83
O=C(CCS(=O)(=O)c1cc(Br)cc2c1N(C(=O)C1CC1)CC2)NCc1ccco1	76
CC(C)c1cc(C(=O)Nc2cc(Cl)ccc2O)no1	94
c1cncc(-c2nnc(-c3cccnc3)nn2)c1	35*
Cc1ccc(OC(=O)NC2CCS(=O)(=O)C2)cc1C (stereo not given)	104
Cc1nnc(SCC(=O)NCc2cccs2)[nH]c1=O	137
CCCCS(=O)(=O)Nc1ccc2c(c1)ncn2C1CCCCC1	88
Cc1cc(C)nc(NC(=O)C(C)N2C(=O)c3ccccc3C2=O)n1 (stereo not given)	78
Cc1ccc(-n2nc3c(c2NC(=O)c2c(-c4ccccc4Cl)noc2C)CSC3)cc1	95
FC(F)(F)c1nnc2sc(-c3ccncc3)nn12	98
CC(=O)Nc1ccc(S(=O)(=O)Nc2cccc(C(=O)NC(C)(C)C)c2)cc1	107
CC1=C(C(=O)Nc2ccc(Cl)cc2)C(c2cccs2)n2nnnc2N1 (stereo not given)	69

The closing two records of the section before open the next one:
SMILES	SK-BR-3 tox 24h
CC(=O)Nc1ccc(S(=O)(=O)Nc2cccc(C(=O)NC(C)(C)C)c2)cc1	107
CC1=C(C(=O)Nc2ccc(Cl)cc2)C(c2cccs2)n2nnnc2N1 (stereo not given)	69
Cc1ccc(-n2nnnc2SCC(=O)N2CCN(C(=O)c3ccco3)CC2)c(C)c1	84
Cc1[nH]c2ccccc2c1NC(=O)CN1CCN(c2cccc(C(F)(F)F)c2)CC1	109
CSc1ccccc1NC(=O)CN(c1ccccc1)S(=O)(=O)N(C)C	97
O=C(c1ccco1)N1CCN(C(=O)c2sccc2-c2ccccc2)CC1	102
O=C(O)c1ccccc1NS(=O)(=O)c1ccc2c3c(cccc13)C(=O)N2	129
C1CCC(n2nnnc2CN2CCN(C3CCCC3)CC2)CC1	102
CCc1ccccc1NC(=O)C1CCCN(S(=O)(=O)c2c(C)noc2C)C1 (stereo not given)	77
COC(=O)c1cccc(N2C(=O)c3ccccc3S2(=O)=O)c1	65
Cc1ccc2c(C(=O)CN3CCN(C4CCCCC4)CC3)c(C)[nH]c2c1	103
CC1CCN(C(=O)COC(=O)c2n[nH]c3ccccc23)CC1	80
O=C(CSc1nnc(-c2cc3ccccc3cc2O)n1Cc1ccco1)c1ccc(F)cc1	101
COc1cccc(NC(=O)C2CCCN(S(=O)(=O)c3ccc(-n4cnnn4)cc3)C2)c1 (stereo not given)	94
CN(CCC#N)c1ncnc2scc(-c3ccccc3)c12	95
Cc1cccc2nc(CNc3ccc(F)cc3)cn12	113
CC1(C)NC(=O)N(CC(O)COC2CCCCC2)C1=O (stereo not given)	88

Reprinted at random: six compounds from above.
SMILES	SK-BR-3 tox 24h
CN(CCC#N)c1ncnc2scc(-c3ccccc3)c12	95
O=C(c1ccco1)N1CCN(C(=O)c2sccc2-c2ccccc2)CC1	102
C1CCC(n2nnnc2CN2CCN(C3CCCC3)CC2)CC1	102
CC1(C)NC(=O)N(CC(O)COC2CCCCC2)C1=O (stereo not given)	88
Cc1[nH]c2ccccc2c1NC(=O)CN1CCN(c2cccc(C(F)(F)F)c2)CC1	109
CC1CCN(C(=O)COC(=O)c2n[nH]c3ccccc23)CC1	80

Next section:
SMILES	SK-BR-3 tox 24h
Cc1sc2ncn(CC(=O)N(CC(=O)NC3CCCC3)Cc3cccs3)c(=O)c2c1C	94
COC(=O)COc1ccc(S(=O)(=O)Nc2ccc3c(c2)OCCO3)cc1Cl	78
Cc1ccccc1OCC(=O)Nc1cccc(N(C)S(C)(=O)=O)c1	100
CCOC(=O)Cc1csc(NC(=O)CSc2nnnn2-c2ccc(F)cc2)n1	96
COc1ccc(OCCSc2ncccn2)cc1	95
O=C(CSc1nnnn1Cc1ccccc1)NCCc1ccccc1	55
COc1ccc(C(=O)N(Cc2ccco2)Cc2cc3cc(C)ccc3[nH]c2=O)cc1OC	96
CCn1cc(C(=O)N2CCN(c3ccccn3)CC2)c2cc(OC)c(OC)cc2c1=O	83
O=C(O)CS(=O)(=O)CC(=O)O	107
CS(=O)(=O)N1CCN(c2nc(-c3ccccc3)cs2)CC1	101
Cc1cc2ncn(N)c2cc1C	115
Cc1occc1C(=O)Nc1cccc2ccccc12	78
COc1cccc(C2=CC(c3ccc(N(C)C)cc3)n3nnnc3N2)c1 (stereo not given)	73
CCOC(=O)CN1C(=O)C(C)(C)Oc2ccc(C(=O)Nc3ccccc3OC)cc21	79
Cn1c(=O)c2ncn(CC(=O)Nc3cc(C(F)(F)F)ccc3N3CCOCC3)c2n(C)c1=O	88
Cn1c(C(=O)Nc2ccc3c(c2)OCO3)cc2sccc21	94
NC(=O)C1CCN(c2nc(C3CC3)nc3c2nnn3Cc2ccccc2)CC1	91
Cc1nc2sc(C(c3ccccc3)N3CCC(O)CC3)c(O)n2n1 (stereo not given)	86
NC(=O)CCn1c(=O)oc2ccccc21	91
CCn1cnc2cc(NCc3ccncc3)ccc21	124
O=c1cc(-c2ccc(Cl)cc2)[nH][nH]1	84
O=C(NCc1cccs1)c1csc2ccccc12	81
CCOC(=O)c1ccccc1NC(=O)CSc1ncc(C(=O)OCC)c(N)n1	82
COCCn1nnnc1C(c1ccc(Cl)cc1)N1CCSCC1 (stereo not given)	88
NC(=O)C1(N2CCCCC2)CCN(C(=O)NC2CCCCC2)CC1	79
CCOC(=O)NC(NCC(O)c1ccccc1)(C(F)(F)F)C(F)(F)F (stereo not given)	114
Nc1cc(-c2ccccc2)ccc1O	137
CCOC(=O)C(NC(=O)CC)(Nc1cc(C)on1)C(F)(F)F (stereo not given)	81
CCc1nnc(NC(=O)C2CCCCC2)s1	101
Cn1c(=O)[nH]c(=O)c2c1nc(NCCCn1ccnc1)n2Cc1cccc(Br)c1	115
O=C(CN1CCCN(S(=O)(=O)c2ccc(Br)cc2)CC1)Nc1ccc2cn[nH]c2c1	89
Cn1c(=O)[nH]c(=O)c2c1nc(Br)n2CC(O)c1ccccc1 (stereo not given)	80
CN(c1ccccc1)c1nc(-n2ccnc2)nc(-n2ccnc2)n1	89
CC(=O)Nn1c(-c2ccccc2)cc2ccccc21	72
CS(=O)(=O)N(CCc1ccccc1)CC(=O)N1CCN(Cc2ccccc2)CC1	78
CC(=O)Nc1c(O)nc(SCC(=O)Nc2ccc(C(C)=O)cc2)[nH]c1=O	90
Cc1cccc(N2CCN(C(=O)c3ccc(NS(=O)(=O)c4c(C)noc4C)cc3)CC2)c1C	78
CCS(=O)(=O)N1CCCC(C(=O)NCCCN(C)Cc2ccccc2)C1 (stereo not given)	91
CCC(=O)c1cc(F)c(N2CCN(C(=O)Cc3ccccc3)CC2)cc1C	107
CCN(C#N)c1nc(N(C)C)nc(N(C)C)n1	96
CCn1c(=O)c(=O)[nH]c2cc(C(=O)NC3CCCc4ccccc43)ccc21 (stereo not given)	80
COc1ccc(-c2cnc(N)nc2-c2ccc(OC)cc2O)cc1	123
CC(O)CNC(=O)C1CCN(Cc2ccc(OCc3ccccc3)cc2)CC1 (stereo not given)	84
O=C(/C=N/O)NCc1cccnc1	92
Cc1ccc2cc(CN(CCCN3CCOCC3)C(=O)NC3CCCCC3)c(=O)[nH]c2c1C	84
CCCCCCn1c(CN2CCC(C)CC2)nc2c1c(=O)n(C)c(=O)n2C	89
COc1cc(OC)c(OC)cc1CNCCNC(=O)c1nonc1N	99
Cc1ccc2c(c1)CCCN2C(=O)c1cccs1	88
COc1ccc(NC(=O)CSc2nc3sc(C)c(C)c3c(=O)n2Cc2ccco2)cc1	94
Cc1nc2ccccn2c1-c1csc(NCc2ccco2)n1	76
CN1CCCCCC1=NC1=C(C#N)CCCC1	71
O=C(C1CC1)N1CCc2cc(Br)cc(S(=O)(=O)N3CCN(c4ccccn4)CC3)c21	63
Cn1c(Br)nc2c1c(=O)n(CC(O)COc1ccccc1)c(=O)n2C (stereo not given)	86
CC(=O)NS(=O)(=O)c1ccc(N)cc1	98
CN1C(=O)c2ccc(N(C)C)cc2C1=O	116
CCN(CC)C(=O)CN1CCC(n2c(C)nc3cc(C(F)(F)F)ccc32)CC1	144
C=CCOc1ccc(C2/C(=C(\O)c3c(C)[nH]c(C(=O)OC)c3C)C(=O)C(=O)N2CCN(C)C)cc1 (stereo not given)	128
COC(=O)c1cc(OC)c(OC)cc1NC(=O)CCc1ccc(C)o1	86
Cc1cccc(-n2c(SCCC(=O)O)nnc2-c2cccs2)c1C	92
C=CCn1c(SCc2csc(C)n2)nc2scc(-c3ccc(C)o3)c2c1=O	86

Carrying on.
SMILES	SK-BR-3 tox 24h
c1ccc2c(c1)CCOC2CNCCCN1CCCCC1 (stereo not given)	93
Cc1n[nH]c(C)c1S(=O)(=O)N1CCN(C(=O)c2ccco2)CC1	91
Cn1nnc2cc(C(=O)NC3CCCCC3)ccc21	97
CCCCNC(=O)CSc1cc(=O)n(C)c2ccccc12	102
COc1ccc(C)cc1S(=O)(=O)N(CC(=O)O)c1ccc(C)cc1	101
CCOc1ccc(C(=O)COC(=O)CC)cc1	88
COC(=O)C(Cc1ccc(O)cc1)NC(=O)C(C)Oc1ccccc1 (stereo not given)	98
CC1(C)CC(=O)C(C=NCCN2CCN(C(=O)C34CC5CC(CC(C5)C3)C4)CC2)=C(O)C1	95
COc1cc(C)nc(OCCNC(=O)COc2ccc(Cl)cc2Cl)n1	99
O=C(Oc1ccccc1OC(=O)N1CCOCC1)N1CCOCC1	120
CN(CCOC(=O)c1ccc2c(c1)OCCO2)Cc1ccccc1	99
C=CCN(c1ccc(C(=O)N2CCCC2)cc1)S(C)(=O)=O	90
O=C(Nc1ccc2c(c1)OCCO2)c1ccc(NC(=O)C2CCCO2)cc1 (stereo not given)	91
Cc1cn([C@H]2C=C[C@@H](CO)O2)c(=O)[nH]c1=O	105
CC(C)C(=O)Nc1cccc(C(=O)Nc2nccs2)c1	93
O=C(O)c1ccc2c(c1)C(=O)N(c1cc(C(=O)O)ccc1Br)C2=O	70
Cc1ccc(-n2ncc3c(N4CCN(c5ccccc5)CC4)ncnc32)c(C)c1	108
CN1CCN(Cc2cc(=O)oc3ccc(Cl)cc23)CC1	96
CCCOc1ccc(/C(O)=C2/C(=O)C(=O)N(CCCOC)C2c2cccnc2)cc1 (stereo not given)	95
O=C(O)CC(Cc1ccccc1)c1ccc2c(c1)OCO2 (stereo not given)	89
NC(=O)c1c(NC(=O)C2CCCO2)sc2c1CCC2 (stereo not given)	79
O=C(CCS(=O)(=O)c1cccc2nonc12)N1CCCc2ccccc21	95
CCn1cc(C(=O)NCc2cccnc2)c2cc(OC)c(OC)cc2c1=O	92
O=C(NCCCCNC(=O)c1ccco1)c1ccco1	171
Cc1csc(NC(=O)CCn2c(=O)sc3ccccc32)n1	92
CCOC(=O)C1CCN(C(=O)c2cn(-c3ccccc3)nc2-c2cccnc2)CC1	73
Oc1ccc(C(c2nnnn2C2CCCC2)N2CCc3ccccc3C2)cc1 (stereo not given)	79
Cn1c(=O)[nH]c(=O)c2c1nc(NCCc1ccccc1)n2CC(O)COc1ccccc1 (stereo not given)	94
COc1ccc2c(c1)[nH]c1c(=O)n(CC3CCCO3)cnc12 (stereo not given)	116
CCOc1ccc(NC(=O)c2nn(C)cc2Br)cc1	95
CCC1(C)Cc2c(c(=O)n(-c3ccccc3)c3ncnc(N)c23)CO1 (stereo not given)	98
COc1ccc2c(c1)CCc1c(C(=O)N3CCCCCC3)noc1-2	70
COC(=O)NC1(C(F)(F)F)C(=O)NC(C)=C1C(=O)OC (stereo not given)	95
COc1ccc(-c2nn(C)c(=O)c3ccccc23)cc1CNC(=O)c1ccco1	81
Cc1ccc(C2SCC(=O)N2Cc2cn3ccsc3n2)o1 (stereo not given)	89
Cc1ccc(S(=O)(=O)NCCN2CCOCC2)cc1C	107
COC(=O)C1=C(C)C(c2cccs2)NC(=O)N1C (stereo not given)	94
CN(C)c1nc(Oc2ccc(=O)[nH]n2)nc(N2CCCCC2)n1	97
O=C(NCc1ccccc1)c1ccc2c(c1)OCCO2	101
COCCCNC(=O)c1ccc(NS(C)(=O)=O)cc1	91
COc1ccc(OC)c(N2Cc3cc(C)c(C)cc3C2)c1	116
Cc1occc1C(=O)N1CCN(C(c2ccccc2)c2ccccc2)CC1	78
Cc1ccc(SCc2cn3c(C)csc3n2)cc1	76
Cc1cnc(C(=O)Nc2ccccc2C(=O)N2CCOCC2)cn1	119
O=C(NCC1CCCO1)c1ccc(NC(=O)C2CC=CCC2C(=O)O)cc1 (stereo not given)	104

Quoted from the listing:
For SK-BR-3 tox 24h, O=C(NCc1ccccc1)c1ccc2c(c1)OCCO2 reads 101
For SK-BR-3 tox 24h, Cc1occc1C(=O)N1CCN(C(c2ccccc2)c2ccccc2)CC1 reads 78
For SK-BR-3 tox 24h, COc1ccc(OC)c(N2Cc3cc(C)c(C)cc3C2)c1 reads 116
For SK-BR-3 tox 24h, CN(C)c1nc(Oc2ccc(=O)[nH]n2)nc(N2CCCCC2)n1 reads 97
For SK-BR-3 tox 24h, COc1ccc(-c2nn(C)c(=O)c3ccccc23)cc1CNC(=O)c1ccco1 reads 81
For SK-BR-3 tox 24h, Cc1ccc(C2SCC(=O)N2Cc2cn3ccsc3n2)o1 (stereo not given) reads 89
For SK-BR-3 tox 24h, COC(=O)C1=C(C)C(c2cccs2)NC(=O)N1C (stereo not given) reads 94

(more compounds)
SMILES	SK-BR-3 tox 24h
CC(=O)Nc1nc(C=C(Cl)Cl)cs1	61
COc1ccc(-c2csc(N(CC3CCCO3)C(=O)c3ccco3)n2)cc1 (stereo not given)	105
CCCOc1cc(CN2CCCCC2)cc(C(C)=O)c1	80
CCOC(=O)C1=C(C)OC(N)=C(C(=O)OCC)C1c1cccnc1 (stereo not given)	100
Cc1cc(N2CCC(C(=O)N3CCN(c4cccc(C)c4C)CC3)CC2)n2ncnc2n1	82
Cc1ccc(OCC(=O)NCc2ccccn2)c(Br)c1	83
O=C(O)CC1(c2ccccc2)C(=O)c2ccccc2C1=O	96

Only part of the results is shown (hit frequency here may not be typical).
